# 15-hLO-2 inh = inhibitors of human 15-lipoxygenase 2 (ALOX15B); O15296; purified 15hLO-2, xylenol orange hydroperoxide absorbance; Potency, µM (highest dose often 57.1 µM), for the others: at the top dose activity change, negative = inhibition, actives largely listed as inhibitors; actives 0.56% (n = 110,000); note: potency is the fitted concentration of half-maximal effect; nearly all actives have a fitted effect of over 60% in size; many of its hits are not listed in these tables
#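 Screening format was qHTS against 50 nM purified 15hLO-2 in Hepes pH 7.5 with detergent. Activity follows hydroperoxide formation from 45 uM arachidonic acid, measured as 573:405 nm absorbance ratio of the ferric-xylenol orange complex.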
# IMPase inh = IMPase inhibition in cells; P97697; CHO-M1 cells, IP1 accumulation, HTRF TR-FRET ratio; inhibition (IP1 accumulation), % at 46.1 µM; 120,000 tested, under 10 active; active = well fitted curve in the direction sought with a large enough effect in the signal ratio, not every such curve was filed as active; inconclusive = small, poorly fitted or top-dose-only effect, or a change in a side signal; inactive = no such curve, though single readings can be large or run the other way; the % refers to the signal ratio;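 note: cells stimulated with carbachol in lithium chloride buffer; plate controls were DMSO basal wells for no effect and reference inhibitor wells for full effect; higher means more IMPase inhibition seen as more IP1 and lower FRET ratio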
# Target sequence (P97697 whole entry, looked up): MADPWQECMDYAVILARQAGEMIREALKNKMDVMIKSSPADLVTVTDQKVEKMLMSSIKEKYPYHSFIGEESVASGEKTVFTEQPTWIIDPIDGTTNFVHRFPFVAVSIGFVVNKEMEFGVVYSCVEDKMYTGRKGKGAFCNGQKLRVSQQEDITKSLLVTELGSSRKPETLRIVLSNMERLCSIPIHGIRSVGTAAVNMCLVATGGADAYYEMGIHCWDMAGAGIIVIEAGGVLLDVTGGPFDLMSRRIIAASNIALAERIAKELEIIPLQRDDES
#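 Seeded CHO-M1 cells were dosed with compound at up to 46 uM, stimulated with carbachol for 30 min, then lysed in IP-One detection reagents. Higher IP1 lowers the TR-FRET signal.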
# PNC inhibitor = perinucleolar compartment assembly inhibition | PC3M PTB-GFP, PNC prevalence imaging, 16 h; stronger effect = lower value | actives 3.1% (n = 140,000) | activity change (PNC), negative = inhibition, % at 10 µM | AID 2417;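 active = readout at or below -70, meaning at least 70% loss of cells showing the perinucleolar compartment, a nuclear body marking cancer cells; inconclusive = readout between -30 and a set limit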;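 note: plate controls were DMSO wells for no effect and camptothecin positive control wells for full effect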
#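 PC3M cells stably expressing PTB-GFP, 750–1000 cells/well, treated 16 h at 37 °C with compound (23 nl of library stock), in duplicate. After paraformaldehyde fixation and Hoechst stain, imaged at 20x; PNC prevalence scored by image analysis.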
# 12-hLO inh = inhibitors of human 12-lipoxygenase (ALOX12); purified 12-hLO, xylenol orange hydroperoxide absorbance; P18054; Potency, µM (series often up to 57.1 µM), inactives show at the highest dose activity change, negative = inhibition, most hits filed as inhibitors; actives 0.12% (n = 150,000); note: potency is the fitted concentration of half-maximal effect; nearly all actives have a fitted effect of over 55% in size; many of its hits are not listed in these tables
# Target sequence (P18054 whole entry, looked up): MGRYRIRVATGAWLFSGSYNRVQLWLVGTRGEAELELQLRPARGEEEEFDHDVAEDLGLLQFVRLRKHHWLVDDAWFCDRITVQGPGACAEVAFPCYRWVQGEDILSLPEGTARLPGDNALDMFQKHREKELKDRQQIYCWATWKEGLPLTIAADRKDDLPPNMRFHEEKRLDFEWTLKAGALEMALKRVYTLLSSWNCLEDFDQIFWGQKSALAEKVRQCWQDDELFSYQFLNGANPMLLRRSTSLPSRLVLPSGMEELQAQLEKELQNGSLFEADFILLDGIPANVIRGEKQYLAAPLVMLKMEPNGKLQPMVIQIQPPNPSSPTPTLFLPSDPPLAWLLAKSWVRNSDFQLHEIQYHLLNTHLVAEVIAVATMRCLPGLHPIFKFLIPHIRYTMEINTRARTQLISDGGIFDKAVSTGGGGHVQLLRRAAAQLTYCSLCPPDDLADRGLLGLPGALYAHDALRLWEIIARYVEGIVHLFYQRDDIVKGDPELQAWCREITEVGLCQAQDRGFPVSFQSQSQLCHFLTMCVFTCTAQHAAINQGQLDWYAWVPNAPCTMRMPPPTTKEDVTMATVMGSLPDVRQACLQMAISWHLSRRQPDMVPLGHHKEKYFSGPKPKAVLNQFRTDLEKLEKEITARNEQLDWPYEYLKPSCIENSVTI
#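 Hydroperoxide formation by human 12-lipoxygenase from 40 uM arachidonic acid was followed colorimetrically via ferric-xylenol orange complex, using the 573/405 nm absorbance ratio. Enzyme concentration was 150 nM, with 30 min reaction at room temperature.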
# Active calls of the source: *; ? = inconclusive; . = no result given; & = joins results of further samples; [ ] = dose if it differs, or a comment. Unless noted, calls come from the whole dose curve; as a rule, active = well fitted curve in the direction sought with a large enough effect; inconclusive = small, poorly fitted or top-dose-only effect, or another doubt; inactive = no such curve, though single readings can be large; an effect the other way counts as inactive or inconclusive. Unless noted, % is set by controls: 0 for no effect and ±100 for the full control effect. Only part of the results is shown; count on the stated rates, not on these rows.
SMILES,15-hLO-2 inh,IMPase inh,PNC inhibitor,12-hLO inh
CC(NC(=O)c1cccnc1)C(c1cccs1)N1CCOCC1 (configuration not stated),.,14,46,0%
Cn1ncc(Cl)c1C(=O)NCc1ccc(Cl)cc1,.,.,?,-2%
Cc1nonc1OCCNc1ccc([N+](=O)[O-])cc1,.,.,-29,-9%
Cc1cc(C)c2[nH]c(=O)c(C(c3nnnn3C(C)(C)C)N(Cc3ccco3)CC3CCCO3)cc2c1 (configuration not stated),19%,3,21,4%
CN(C)S(=O)(=O)c1ccc2c(c1)/C(=C/c1cc3c([nH]1)CCCC3)C(=O)N2,-18%,6,.,1%
Cc1cc(=O)n2[nH]c(-c3ccc(Cl)cc3)cc2n1,2%[11.4 µM],-9[1.84 µM],-4,-4%
COc1cc(Cl)c(C)cc1NC(=O)COC(=O)c1cc(SC)ccc1Cl,.,-2,7,0%
CC(N)=O,-4%,1,.,2%
Cc1cccc(N2CCN(CC(=O)NCC3CCCCC3)CC2)c1C,31%[activator],-7,1,-5%
CCOC(=O)Cc1csc(NC(=O)CSc2ncnc3c2cnn3-c2ccc(OC)cc2)n1,25%,18,8,-17%
CCCN(CCC)c1ncnc2c1cnn2-c1ccc(OC)cc1,5%,13,?,-10%
Cc1cc(C)n(C(=O)c2ccc(C)o2)n1,7%,2,20,-1%
COc1ccc(C2CC(=O)C3=C(C2)NC(C)=C(C(=O)Nc2ccccc2C)C3c2coc3ccc(C)cc3c2=O)cc1OC (configuration not stated),-13%,8,?,-2%
O=C(CSc1nnc(-c2ccccc2)o1)NC1CCCCC1,-6%,4,13,-1%
CCCCOc1ccc(C(C)NC(=O)CCS(=O)(=O)Cc2ccc(C)cc2)cc1 (configuration not stated),.,-2,38,-5%
Cc1ccc(Cl)cc1N1CCN(C(=O)Cc2ccc(-n3c(=O)[nH]c4ccsc4c3=O)cc2)CC1,.,.,-18,-2%
O=C(Nc1cccc(F)c1)N1CC[C@@]2(CCCN(C(=O)c3cccc(F)c3)C2)C1,-3%,.,.,3%
COc1cc(CNC(=O)CCCC/C=C/C(C)C)ccc1O,-1%[0.0915 µM],5,.,1%[0.00818 µM]
Cc1[nH]n(-c2ccc([N+](=O)[O-])cc2)c(=O)c1C=NCCN1CCN(C(=O)c2ccccc2)CC1,10%,4,3,2%
CC(NC(=O)Nc1ccccc1O)(C(F)(F)F)C(F)(F)F,-9%,12,3,-10%
CC(NC(=O)COC(=O)Cc1ccsc1)C1CC2CCC1C2 (configuration not stated),4%,-2,4,3%
CCCC(=O)N(Cc1cc2cccc(C)c2[nH]c1=O)c1ccccc1OC,4%,?,?,4%
CCOC(=O)C1CCCN(C(=O)c2ccc(CS(=O)(=O)c3ccc(Br)cc3)o2)C1 (configuration not stated),-1%,-2,9,-8%
Cc1cnc(C(=O)Nc2nnc(C)s2)cn1,6%,-8,-6,-1%
COC(=O)C1=C(C)N(c2ccc(Br)cc2)C(=O)/C1=C\c1ccco1,.,.,-81*,3%
CS(=O)(=O)N(CC(=O)NCC1CCCO1)c1ccc(Cl)c(Cl)c1 (configuration not stated),0%,6,17,0%
CC(NS(=O)(=O)c1ccccc1)C(c1cccs1)N1CCN(C)CC1 (configuration not stated),7%,5,3,1%
CC(C)CCSc1nc2c(c(=O)[nH]c(=O)n2C)n1CCCc1ccccc1,.,-2,27,2%
COC(=O)c1ccc(CSc2nnc(C)s2)cc1,0%,6,3,-1%
CN(C)c1cccc(C(=O)NCC2CCCO2)c1 (configuration not stated),-18%,11,?,0%
CCn1cc(C(=O)NC2CCCCC2C)c(=O)c2ccc(C)nc21 (configuration not stated),-6%,-8,-9,-5%
COc1ccc(OC)c(NC(=O)c2c3c(nc4ccccc24)CCC3)c1,-6%,6,-16,0%
C=CCn1c(SC(C)C(=O)NCCC2=CCCCC2)nc2ccccc2c1=O (configuration not stated),9%,5,22,0%
CCN(CC)S(=O)(=O)c1ccc(-c2nnc(SCc3nnc(-c4ccc(C)cc4)o3)n2CC)cc1,3%,3,?,3%
CCOC(=O)C1=C(N)Oc2cc(O)ccc2C1c1cccnc1 (configuration not stated),15%,-13,?,-1%
CCOc1ccc2nc(NC(=O)c3cc([N+](=O)[O-])ccc3N3CCOCC3)sc2c1,.,.,-84*,-1%
COC(=O)CSc1nnc(SCc2ccc(OC)cc2)s1,.,8,-21,1%
Cc1ccc(SCC(=O)NCc2ccncc2)cc1,.,.,11,8%
CNC(=S)N=Nc1c(O)[nH]c2ccc(C(C)C)cc12,.,-4,-10,-8%
Cn1c(=O)c2c(nc(CN3CCN(c4ccccc4)CC3)n2Cc2ccccc2F)n(C)c1=O,6%,14,?,-7%

# Full records as entered above. Values in the order: 15-hLO-2 inh | IMPase inh | PNC inhibitor | 12-hLO inh
# Entry for `COc1ccc(OC)c(NC(=O)c2c3c(nc4ccccc24)CCC3)c1` : -6% | 6 | -16 | 0%
# Entry for `CNC(=S)N=Nc1c(O)[nH]c2ccc(C(C)C)cc12` : . | -4 | -10 | -8%
# Entry for `C=CCn1c(SC(C)C(=O)NCCC2=CCCCC2)nc2ccccc2c1=O` (configuration not stated) : 9% | 5 | 22 | 0%
# Entry for `CCOc1ccc2nc(NC(=O)c3cc([N+](=O)[O-])ccc3N3CCOCC3)sc2c1` : . | . | -84* | -1%
# Entry for `Cn1c(=O)c2c(nc(CN3CCN(c4ccccc4)CC3)n2Cc2ccccc2F)n(C)c1=O` : 6% | 14 | ? | -7%

# Following part
SMILES,15-hLO-2 inh,IMPase inh,PNC inhibitor,12-hLO inh
O=C(CN1CCOCC1)NCc1ccccc1,1%,9,-17,3%
CC(=O)C1(C)N(O)C(C)(C)C(c2ccco2)=[N+]1[O-] (configuration not stated),.,6,55,3%
CCC(C)NC(=O)CSc1nc2ccc(N3CCOCC3)cc2c(=O)n1CCc1ccccc1 (configuration not stated),-4%,3,?,-5%
COc1ccc(CNC(=O)Nc2cccc(C(F)(F)F)c2)cc1OC,.,4,-11,2%
O=C1NC(=S)/C(=C\c2ccc(-c3ccccc3Cl)o2)S1,.,.,16,-9%
CNC(=O)/C(C#N)=C/c1c(N(Cc2ccccc2)Cc2ccccc2)nc2c(C)cccn2c1=O,.,6,9,-9%
CCc1ccccc1NC(=O)c1cccc(Oc2ccc([N+](=O)[O-])cc2Cl)c1,.,2,?,4%
CC(=O)Nc1ccc(Oc2ccc(-c3noc(C)n3)cc2)cc1,0%,-1,2,2%
COc1cc(/C=N/O)cc(Br)c1OS(=O)(=O)c1ccc(C)cc1,9%,-1,?,-27%
CCCn1c(SCC(=O)N2CCc3ccccc32)nnc1-c1ccncc1,-6%,0,9,-3%

# For convenience, some entries already given.
SMILES,15-hLO-2 inh,IMPase inh,PNC inhibitor,12-hLO inh
CCC(C)NC(=O)CSc1nc2ccc(N3CCOCC3)cc2c(=O)n1CCc1ccccc1 (configuration not stated),-4%,3,?,-5%
COc1ccc(CNC(=O)Nc2cccc(C(F)(F)F)c2)cc1OC,.,4,-11,2%
O=C1NC(=S)/C(=C\c2ccc(-c3ccccc3Cl)o2)S1,.,.,16,-9%
CNC(=O)/C(C#N)=C/c1c(N(Cc2ccccc2)Cc2ccccc2)nc2c(C)cccn2c1=O,.,6,9,-9%
CCc1ccccc1NC(=O)c1cccc(Oc2ccc([N+](=O)[O-])cc2Cl)c1,.,2,?,4%

# (continued)
SMILES,15-hLO-2 inh,IMPase inh,PNC inhibitor,12-hLO inh
Cc1ccc(CNC(=O)CSc2nc3n[nH]c(C)c3c(=N)n2-c2cccc(C)c2)cc1,10%,3,24,-9%
COc1ccc(NC(=O)CSC2CCCCC2)cc1,-3%,6,26,2%
O=C(O)CCC(=O)Nc1ccc(Sc2ccc([N+](=O)[O-])cc2)cc1,.,.,126,1%
COc1ccc(-c2cc(-c3ccccc3)c(C#N)c(SCC(=O)Nc3ncc(C)s3)n2)cc1,.,.,31,0%
COc1ccc(CC(=O)Nc2ccc(S(=O)(=O)N(C)C)cc2)cc1OC,-16%,1,17,-2%
Cc1cc(N/N=C/c2ccc(O)cc2O)nc(-n2nc(C)cc2C)n1,.,.,?,-3%
COc1cc(OC)cc(C(=O)Nc2nnc(NC(=S)Nc3ccccc3)s2)c1,.,.,-100*,-4%
CC(C)=C1C2CCC1C(C(=O)Nc1sc(C)c(-c3ccc(C(C)C)cc3)c1C(N)=O)C2C(=O)O (configuration not stated),.,.,-11,-2%
CCCCNC(=O)CCSc1ccc(C)cc1,.,.,20,6%
CCOC(=O)c1nnn(-c2nonc2-c2ccccc2)c1C,-7%,-7,?,-8%
COc1ccc(C(=O)Cn2nnc(-c3ccc(N4CCOCC4)cc3)n2)cc1OC,-2%,6,?,0%
COc1cc(SC)ccc1C(=O)NC1CCCCC1,?,-1,-25,-23%
COc1ccc(/C=N/NC(=O)CCn2cnc(-c3ccccc3)c2-c2ccccc2)cc1OC,.,.,?,-2%
COC(=O)c1ccc(NC(=O)CN2C(=O)C3C4C=CC(C4)C3C2=O)cc1 (configuration not stated),3%,-8,20,0%
Cc1ccc(C(=O)N2CC(=O)Nc3ccc(F)cc3C2c2ccc(F)cc2)cc1[N+](=O)[O-] (configuration not stated),.,.,-7,0%
Cc1cc(C)n2c(Br)c(CSc3nc4ccccc4o3)nc2n1,-9%,-9,-17,-12%
N#CC1=C(N)OC2=C(CCC/C2=C/c2ccoc2)C1c1ccoc1 (configuration not stated),-7%[11.4 µM],6[1.84 µM],?,-8%
CCn1c(C)nc2cc(S(=O)(=O)C(F)(F)F)ccc21,.,-1,-6,6%
CCOC(=O)Cc1csc(NS(=O)(=O)c2ccc(Cl)cc2)n1,.,.,101,0%
Cc1cc(C)nc(SCC(=O)Nc2ncc(C(F)(F)F)cc2Cl)n1,.,3,-25,2%
COC(=O)CSc1nc(SCc2ccc(C)cc2)nc2c1CCCC2,-6%,4,5,3%
CCOc1ccc(-n2cc(C(=O)N3CCCCCC3)c3cc(OC)c(OC)cc3c2=O)cc1,-3%,3,-8,-1%
CC(C)N(C)CCOC(=O)c1ccccc1Br,.,.,-3,-2%
C/C(CCc1oc2ccc(Br)cc2c1-c1ccc(C)o1)=N/O,.,.,56,-13%
COc1ccc(CNC(=O)C2CC(=O)N(c3ccc(OCC(=O)N4C(C)CCCC4C)cc3)C2)cc1 (configuration not stated),1%,-7,?,6%
O=C(c1cccc(F)c1)N1CCC2(CC1)CCN(c1ccccc1)CC2,6%,.,.,-13%
COc1cccc(C2C(C#N)=C(N)OC3=C2C(=O)CC(c2ccco2)C3)c1OCc1ccc(F)cc1 (configuration not stated),-13%,11,12,-3%
CC1CN(C(=O)/C(C#N)=C2\N=C(NC(=O)c3ccccc3Cl)c3ccccc32)CC(C)O1 (configuration not stated),.,.,17,-5%
CCOC(=O)c1ccc(N=C2S/C(=C\c3cc(C)n(-c4cccnc4)c3C)C(=O)N2C)cc1,1%,-3,?,-3%
Cc1ccc(NC(=O)c2cc(-c3ccccc3)nn2-c2ccccc2)c(Br)c1,.,.,?,1%

# Three of the entries above in order of their number in PNC inhibitor, smallest number first.
canonical_smiles	15-hLO-2 inh	PNC inhibitor	12-hLO inh
COC(=O)CSc1nc(SCc2ccc(C)cc2)nc2c1CCCC2	-6%	5	3%
CC1CN(C(=O)/C(C#N)=C2\N=C(NC(=O)c3ccccc3Cl)c3ccccc32)CC(C)O1 (configuration not stated)	.	17	-5%
C/C(CCc1oc2ccc(Br)cc2c1-c1ccc(C)o1)=N/O	.	56	-13%

# The listing continues.
SMILES,15-hLO-2 inh,IMPase inh,PNC inhibitor,12-hLO inh
Cc1[nH]c(=S)[nH]c(=O)c1CCOc1ccccc1,-8%,3,35,-6%
CCC(NS(=O)(=O)c1ccc(C)cc1)C(=O)Nc1ccc(NC(C)=O)cc1 (configuration not stated),0%,0,9,-3%
COc1ccccc1CN(Cc1nc2ccccc2c(=O)[nH]1)S(=O)(=O)c1ccc(C)cc1,-1%,4,-1,-5%
CCOC(=O)c1c(N)sc2c1CCC(CC)C2 (configuration not stated),-12%,-10,36,-24%
COc1cc2nc(N3CCN(C(=O)[C@H]4CCCO4)CC3)nc(N)c2cc1OC,12%&6%,-6&0,.,-6%&0%
